High-throughput results from PubChem.
SRC1 TRFRET art: flags TR-FRET format artefacts in PPARgamma SRC-1 recruitment agonist screen | TR-FRET detection artefact counter-screen, emission ratio; hits give high values | TR-FRET ratio at 8 µM | 99,000 compounds, 0.34% hits | AID 1051; in the data active means TR-FRET ratio above about 2300; further: inactives centre near 1800; reference of the scale not given here
SRC3 TRFRET art: flags TR-FRET format artefacts in PPARgamma SRC-3 recruitment agonist screen. TR-FRET artefact counter-screen, PPARgamma/SRC-3 format; hits give high values. TR-FRET ratio at 8 µM. 99,000 compounds, 0.39% hits. AID 1048; in the data active means TR-FRET ratio above about 2000; further: inactives centre near 1600; reference of the scale not given here
* marks the source's active call; other numbers are inactive results. This is a subset; count on the stated rates, not on these rows.

Start of the listing, in advance (6 entries):
SMILES	SRC1 TRFRET art	SRC3 TRFRET art
Cc1ccc(CN2CCN(/N=C\C(Br)=C\c3ccccc3)CC2)cc1	1677	1647
Cc1nc(CSc2nsc(C)c2C#N)cs1	1818	1633
Cc1ccc(S(=O)(=O)N2CCCCC2)c(C)c1NS(C)(=O)=O	2116	1581
O=C(NCc1cccnc1)c1cccn1-c1ncc(C(F)(F)F)cc1Cl	1691	1605
Cc1ccc(-c2nnc(N3CCOCC3)c3ccccc23)cc1S(=O)(=O)NCC1CCCO1 (stereo not drawn)	1881	1566
CCCCC(Sc1nc(N)c(NC(=O)c2ccc(OCC)cc2)c(=O)[nH]1)C(=O)O (stereo not drawn)	1775	1460

The listing, previewed entries included:
SMILES	SRC1 TRFRET art	SRC3 TRFRET art
Cc1ccc(CN2CCN(/N=C\C(Br)=C\c3ccccc3)CC2)cc1	1677	1647
Cc1nc(CSc2nsc(C)c2C#N)cs1	1818	1633
Cc1ccc(S(=O)(=O)N2CCCCC2)c(C)c1NS(C)(=O)=O	2116	1581
O=C(NCc1cccnc1)c1cccn1-c1ncc(C(F)(F)F)cc1Cl	1691	1605
Cc1ccc(-c2nnc(N3CCOCC3)c3ccccc23)cc1S(=O)(=O)NCC1CCCO1 (stereo not drawn)	1881	1566
CCCCC(Sc1nc(N)c(NC(=O)c2ccc(OCC)cc2)c(=O)[nH]1)C(=O)O (stereo not drawn)	1775	1460
CCOC(=O)CNC(=O)CSc1nnc(Cn2c(=O)sc3ccccc32)n1C	1989	1725
COc1ccccc1C(c1nnnn1Cc1ccccc1)N1CCN(c2nc3ccccc3s2)CC1 (stereo not drawn)	1940	1701
COc1cc2nc(COc3ccccc3[N+](=O)[O-])oc(=O)c2cc1OC	1801	1718
Cc1ccc(OCCCCNC(C)(C)C)c([N+](=O)[O-])c1	1967	1724
CC(C)(C)Nc1nc(Oc2ccc(=O)[nH]n2)nc(N2CCOCC2)n1	1657	1321
COc1cc(Cl)nn(-c2ccccc2)c1=O	1696	1389
N#Cc1ccccc1Sc1ccccc1C(=O)Nc1ccc2ccccc2c1	1846	1738
CCCNC(=O)Cn1c(=O)/c(=C\c2ccc(-c3ccc([N+](=O)[O-])cc3)o2)s/c1=C\C(=O)C(C)(C)C	1929	1591
CCSc1nnc(NC(=O)COc2ccccc2[N+](=O)[O-])s1	1855	1711
O=C(O)CSc1nc2c(cnn2-c2ccccc2)c(=O)n1-c1ccc(Br)cc1	1919	1758
Cc1ccc(S(=O)(=O)Nc2ccc(NC(=O)Nc3cccc(C(F)(F)F)c3)cc2)cc1	1801	1617
NCCCC[C@@H]1NC(=O)c2cc([N+](=O)[O-])cc(F)c2NCCCC[C@@H](C(N)=O)NC(=O)CNC1=O	1751	1384
CCOc1ccc(OCC)c(NC(=O)Cn2c(C)nc3ccccc3c2=O)c1	1838	1853
O=[N+]([O-])c1ccc2[nH]nc(-c3ccccc3)c2c1	1867	1589
Cc1ccccc1C(=O)NC(=S)Nc1ccc(Cc2ccncc2)cc1	1681	1483
CCCNC(=O)Cn1c(=O)cnc2ccccc21	1686	1692
CCC(C)NC(=O)Cn1c(=O)n(-c2ccc(OC)cc2)c(=O)c2ccc(C(=O)NCc3ccc(C)cc3)cc21 (stereo not drawn)	1513	1218
CC(C)(C)C(=O)Nc1ccc(S(=O)(=O)Nc2ccccn2)cc1	1544	1398
CCS(=O)(=O)N1Cc2ccccc2CC1C(=O)Nc1cccc(C)c1 (stereo not drawn)	2209	1558
CC1CC(C)CN(S(=O)(=O)c2ccc(C(=O)NN3CCOCC3)cc2)C1 (stereo not drawn)	1974	1615
CCOC(=O)N1CCN(C(=O)c2cccc(NS(=O)(=O)c3ccc(F)c(F)c3)c2)CC1	1935	1757
CC(=O)c1ccc(OC(=O)CCc2nc3ccccc3s2)cc1	1846	1476
Fc1ccccc1NC(=S)N(CCN1CCCCCC1)Cc1cccs1	1766	1569
Cc1ccc(NC(=O)N2CCCC2)cc1Cl	1686	1460
C#CCn1c(=O)cc(C)c2ccccc21	1751	1459
c1cncc(CSc2nnc3ccc(-c4ccncc4)nn23)c1	2055	1519
COc1ccc(CCNC(=O)CCc2ccc(S(=O)(=O)NC(C)C)cc2)cc1OC	1860	1442
COC(=O)C1CSC(C(=O)OC)N1C(=O)CN1CCN(c2ccc(OC)cc2)CC1 (stereo not drawn)	2040	1867
CCOC(=O)c1c(C)c(C)n(Cc2cccc(OC)c2OC)c1C	2133	1496
CCOC(=O)C1=C(C)NC(=O)CC1c1cc2c(cc1Br)OCO2 (stereo not drawn)	1821	1343
Cc1ccc2cc(C(c3nnnn3C3CCCC3)N(Cc3cccnc3)Cc3ccco3)c(=O)[nH]c2c1 (stereo not drawn)	1714	1499
C/C(=N\OCC(=O)Nn1c(=O)[nH]c2ccccc2c1=O)c1cccs1	1766	1409
CC(=O)c1ccccc1N(C(=O)c1ccco1)C(C(=O)NC1CCCC1)c1ccc(N2CCOCC2)cc1 (stereo not drawn)	1752	1509
O=C(COC(=O)Cc1ccccc1[N+](=O)[O-])NCc1ccc(F)cc1	1646	1714

Some values from the results shown.
Reading for Cc1ccc2cc(C(c3nnnn3C3CCCC3)N(Cc3cccnc3)Cc3ccco3)c(=O)[nH]c2c1 (stereo not drawn) under SRC1 TRFRET art: 1714
Reading for COC(=O)C1CSC(C(=O)OC)N1C(=O)CN1CCN(c2ccc(OC)cc2)CC1 (stereo not drawn) under SRC1 TRFRET art: 2040
Reading for CCCNC(=O)Cn1c(=O)cnc2ccccc21 under SRC3 TRFRET art: 1692

New compounds follow:
SMILES	SRC1 TRFRET art	SRC3 TRFRET art
COC(=O)[C@@H]1C[C@H]1[C@@H](NC(=O)c1ccccc1)c1ccccc1	1794	1324
CC(C)n1cc(C(=O)c2ccccc2O)cc(C#N)c1=O	1943	1534
COc1cc(C)nc(N2CCCC(C(=O)Nc3ccccc3Br)C2)n1 (stereo not drawn)	1705	1612
O=C(Nc1ccc(F)c([N+](=O)[O-])c1)c1ccc2c(c1)OCCO2	1500	1566
COc1ccccc1NC(=S)NNC(=S)Nc1ccc(OC(F)F)cc1	1688	1701
Cc1cccc2sc(N(CCN(C)C)C(=O)/C=C/c3cccs3)nc12	2011	1763
COc1ccccc1NS(=O)(=O)c1cc(NC(=O)CCC2CCCC2)ccc1N1CCOCC1	1790	1742
Cc1sc2ncn(CC(=O)NCC3COc4ccccc4O3)c(=O)c2c1S(=O)(=O)N1CCOCC1 (stereo not drawn)	1595	1414
CN1CCN(S(=O)(=O)c2ccc(N3CCc4ccccc4C3)nc2)CC1	1713	1509
CCNS(=O)(=O)c1ccc(NC(=S)NCC2CCCO2)cc1 (stereo not drawn)	1786	1305
CCOC(=O)C1=C(CC)OC(N)=C(C#N)C1c1ccc(OC)c(C)c1OC (stereo not drawn)	1822	1547
COc1ccccc1NC(=O)CCSCCC(=O)Nc1ccccc1OC	1764	1572
CC(=O)N(C(C)=O)c1c(N2CCCC2)c2ccccc2oc1=O	1928	1683
CCC(=O)Nc1ccc(Cl)c(NC(=S)NC(=O)c2cc3ccccc3o2)c1	1984	1626
COc1ccc(CCNC(=O)CSc2nc(N)cc(=O)[nH]2)cc1OC	1796	1521
Cc1ccc(Nc2c([N+](=O)[O-])c(=O)oc3ccccc23)cc1C	1781	1483
COC(=O)c1cc2occc2n1Cc1nc(-c2ccccc2C)oc1C	1928	1657
Cc1cccc(CN2CCN(CCCc3ccccc3)CC2)c1	1724	1516
C/C(N)=C(/C#N)C(=O)COc1ccc(Cl)cc1Cl	1616	1484
Fc1cccc(CSc2ccc(-c3ccc4c(c3)OCO4)nn2)c1	1887	1651
CC(C)CC(NC(N)=O)C(=O)NCCc1ccc(Cl)cc1Cl (stereo not drawn)	1980	1631
Nc1nc2n(n1)C(c1ccc(Cl)cc1)CC(c1ccc(F)cc1)N2 (stereo not drawn)	1872	1472
CN(CC(=O)NC1CCCc2ccccc21)C1CCCCC1 (stereo not drawn)	1623	1620
O=C(Nc1nnc(CSCc2ccc(F)cc2)s1)c1cccc([N+](=O)[O-])c1	1706	1682
O=C(O)C(=O)Cc1c[nH]c2ccccc12	1818	1589
[O-]/C(=C(\C(=S)Nc1ccc(SC(F)F)cc1)[n+]1cccc(CO)c1)c1ccc(Cl)s1	1511	1339
C=CCOc1ccccc1CNc1ccc2[nH]c(=O)[nH]c2c1	1882	1710
CC(C)(C)c1ccc(OCc2cnc(Cl)s2)cc1	1455	1724
COc1ccc(/C=N/N=C2\SC(CC(=O)O)C(=O)N2c2ccccc2)c(OC)c1 (stereo not drawn)	1891	1453
CC(NC(=O)COC(=O)C1CSC2(C)CCC(=O)N12)C12CC3CC(CC(C3)C1)C2 (stereo not drawn)	1755	1288
Cc1ccc(S(=O)(=O)N/N=C/c2ccc(O)c(O)c2)cc1[N+](=O)[O-]	1847	1722
Cc1cc(NC(=O)Cc2ccccc2)no1	1976	1646
O=C(c1ccc(F)cc1)N(NC(=O)C(O)(c1ccccc1)c1ccccc1)c1ccccc1	1994	1695
Cc1cc(C(=O)Nc2ncn[nH]2)ccc1[N+](=O)[O-]	1893	1580
COc1cc(/C=N/NC(=S)Nc2cccnc2)cc(OC)c1O	1651	1380
O=C(NNS(=O)(=O)c1ccccc1)c1cccs1	1987	1457
CC(=O)c1ccc(NC(=O)CO/N=C(\C)c2cccs2)cc1	1707	1553
O=C(Cc1ccc(Cl)cc1)Nc1cccc(S(=O)(=O)Nc2ccccc2F)c1	1727	1476
CCC(C)c1ccc(OCC(=O)Nc2ccc3[nH]c(=O)[nH]c3c2)cc1 (stereo not drawn)	1990	1774
NC(=O)NCc1cccnc1	1749	1633
Cc1ccccc1OCCSc1nnc(-c2cccnc2)n1N	1744	1518
CCOC(=O)CS(=O)(=O)c1nc(-c2ccc(F)cc2)cc(C(F)(F)F)n1	1766	1542
Cn1c2c(c(=O)[nH]c1=O)C(c1cccc(O)c1)C1=C(N2)c2ccccc2C1=O (stereo not drawn)	1780	1534
CCn1ccnc1CN1CCc2c([nH]c3ccccc23)C1C1CCCCC1 (stereo not drawn)	1695	1347
Cc1nn(CC2CC2)c(=O)n1-c1ccc(Cl)cc1	1746	1443
O=[N+]([O-])c1ccccc1Oc1ccccc1Cl	1936	1534
O=C(Nc1ccc2c(c1)OCO2)N1CCC(CO)(CC2CCCCO2)CC1 (stereo not drawn)	1666	1559
CCCc1cc(C(=O)NCCc2ccccc2)no1	1900	1523
Oc1ccc(/C=N/NC(=S)NCCN2CCOCC2)c(O)c1	1652	1538
COc1ccccc1CNC(=O)COC(=O)c1cc(C)oc1C	1734	1593
COc1ccc(C(=O)NCc2nnc(SCC(=O)Nc3nnc(C)s3)o2)cc1OC	1951	1556
CCCNC(=O)c1cc2cc([N+](=O)[O-])ccc2s1	1767	1664
O=C(CN1CCC(O)(c2ccccc2)CC1)Nc1ccc2c(c1)OCCO2	1812	1467
CSCCC1NC(=O)N(CC(=O)N2N=C(c3ccc(Cl)cc3)CC2c2ccco2)C1=O (stereo not drawn)	1833	1686
CN(C)CCCN=Cc1c(-c2ccccc2)[nH]n(-c2nc3ccccc3s2)c1=O	1670	1699
O=[N+]([O-])c1cccc(C(=Nc2ccccc2)NO)c1	1677	1383
CC1CCCCN1C(=O)CSc1nc2ccccc2[nH]1 (stereo not drawn)	1981	1829
Cc1ccc(NC(=O)COC(=O)C2CC2(Cl)Cl)cc1C (stereo not drawn)	1881	1713
Cc1ccc(C(=O)/C=C/c2ccc(-c3ccc(C)cc3)o2)cc1	1600	1535
COc1ccc(/C=c2/sc3nc(-c4ccccc4)c(-c4ccccc4)n3c2=O)cc1	1823	1461

More compounds follow.
SMILES	SRC1 TRFRET art	SRC3 TRFRET art
CCOc1cccc(OCCCOc2cccc3cccnc23)c1	1898	1813
O=C(CNC(=O)c1ccccc1)N/N=C/c1cccs1	1600	1352
CCN(CC)S(=O)(=O)c1ccc(Cl)c(C(=O)NC(C)C(c2cccs2)N2CCCC2)c1 (stereo not drawn)	1788	1578
COc1ccc(-c2c(C)nn3c(-c4ccccc4)cc(C)nc23)cc1	2065	1517
S=c1cnc2ccccc2[nH]1	1553	1326
Cc1ccc(S(=O)(=O)N(C)C)cc1NC(=O)COC(=O)/C=C/c1cnc2ccccc2n1	1752	1622
CCOC(=O)/C(=N/O)C1=NC(C)(C)Cc2cc(C)c(C)cc21	1816	1345
CC(=O)Nc1ccc(NC(=O)C(C)Oc2ccc(Cl)cc2Cl)cc1 (stereo not drawn)	1729	1625
COc1ccc(C)cc1S(=O)(=O)N(CC(=O)Nc1cccc([N+](=O)[O-])c1)c1ccc(C)c(C)c1	1809	1536
c1ccc(CCNc2nc(-c3ccccn3)cs2)cc1	1799	1737
O=C(CC1Sc2ccccc2NC1=O)Nc1ccccc1[N+](=O)[O-] (stereo not drawn)	2128	1758
COc1ccccc1C/C(N)=N/OC(=O)/C=C/c1ccccc1	1634	1504
CC1CN(C(=O)COC(=O)c2ccc(N)c([N+](=O)[O-])c2)CC(C)O1 (stereo not drawn)	2021	1628
COc1ccc(S(=O)(=O)Nc2cccc(C(C)=O)c2)cc1Br	1937	1570
CCCOC(=O)C1=C(C)NC2=C(C(=O)CC(C)(C)C2)C1c1cccnc1 (stereo not drawn)	1529	1525
O=C(C1=C[C@H](c2ccc3c(c2)OCO3)C[C@H](OCc2ccc(CO)cc2)O1)N1CCOCC1	1629	1516
C#CCNC(=O)C1=C[C@@H](C2CC2)C[C@@H](OCc2ccc(CO)cc2)O1	1728	1550

One compound at a time (already shown):
CCOc1cccc(OCCCOc2cccc3cccnc23)c1 across the screens: SRC1 TRFRET art: 1898; SRC3 TRFRET art: 1813
c1ccc(CCNc2nc(-c3ccccn3)cs2)cc1 across the screens: SRC1 TRFRET art: 1799; SRC3 TRFRET art: 1737
